Vif inh – HIV Vif self-association inhibitors, primary screen, imaging, HEK293T, single point; HEK293T cells, Vif self-association by quenched fluorescence, 24 h; inhibition, % at 7.49 µM; 340,000 tested, 0.35% active; in the data active means inhibition above about 50%, passing the limit was not always enough; further: some results filed as inactive read as strong as hits
PDI inh – inhibitors of human PDI, primary screen, biochemical, turbidity, single point, plate reader; Protein disulfide-isomerase (Homo sapiens), P07237; PDI insulin aggregation turbidity, A650, 90 min; inhibition, % at 10 µM; 350,000 tested, 0.052% active; AID 588391, 2011;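 active means mean inhibition across replicates of 30% or more, whatever share of single replicates reach that level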;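 further: absorbance from insulin aggregation driven by PDI reduction with DTT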
Target sequence (P07237 whole entry, looked up): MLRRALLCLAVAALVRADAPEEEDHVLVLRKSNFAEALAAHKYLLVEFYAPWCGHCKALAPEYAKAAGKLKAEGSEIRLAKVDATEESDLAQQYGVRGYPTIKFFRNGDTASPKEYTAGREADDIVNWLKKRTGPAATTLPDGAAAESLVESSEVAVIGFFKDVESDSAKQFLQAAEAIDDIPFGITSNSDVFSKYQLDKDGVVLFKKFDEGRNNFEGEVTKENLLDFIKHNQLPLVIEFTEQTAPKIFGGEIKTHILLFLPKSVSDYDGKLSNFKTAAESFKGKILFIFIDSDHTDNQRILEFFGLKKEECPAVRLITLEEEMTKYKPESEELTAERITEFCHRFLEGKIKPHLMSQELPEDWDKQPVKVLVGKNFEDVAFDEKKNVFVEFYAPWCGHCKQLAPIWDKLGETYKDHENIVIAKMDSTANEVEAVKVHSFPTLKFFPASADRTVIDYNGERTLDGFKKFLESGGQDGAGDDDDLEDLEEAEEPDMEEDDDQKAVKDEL
NR2E3 ag-1 – inhibitors of NR2E3-RetCOR corepressor binding, primary screen, NR2E3 agonist project, biochemical, TR-FRET, GST-NR2E3, biotin-RetCOR; Photoreceptor-specific nuclear receptor (Homo sapiens), Q9Y5X4; 1536-well; inhibition of corepressor binding, % at 4.78 µM; 320,000 tested, 0.12% active; AID 2300, 2010;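 active means percent inhibition above the cutoff of mean plus 3 SD of all tested compounds, set per screening campaign, cut at about 20% in these data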;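 further: 0% = DMSO wells and 100% = biotin wells as full block of FRET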
Target sequence (Q9Y5X4 whole entry, looked up): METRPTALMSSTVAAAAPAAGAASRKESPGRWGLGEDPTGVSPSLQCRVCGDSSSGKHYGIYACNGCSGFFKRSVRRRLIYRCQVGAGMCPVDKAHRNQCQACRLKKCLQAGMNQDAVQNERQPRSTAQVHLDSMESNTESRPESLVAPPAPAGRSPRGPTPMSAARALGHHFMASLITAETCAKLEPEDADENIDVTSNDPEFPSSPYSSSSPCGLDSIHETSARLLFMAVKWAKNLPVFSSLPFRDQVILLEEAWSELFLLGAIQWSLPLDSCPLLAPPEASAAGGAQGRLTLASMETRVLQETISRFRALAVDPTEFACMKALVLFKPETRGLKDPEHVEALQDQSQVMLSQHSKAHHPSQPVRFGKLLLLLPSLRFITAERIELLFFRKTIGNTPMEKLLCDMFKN
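Material: NR2E3–RetCOR corepressor complex / Amount: 1.35 nM GST-NR2E3 / Medium: Tris pH 7.5 / Compound: single nominal compound dose of 4.8 µM / Incubation: 5 h at 4 °C / Technique: TR-FRET, Eu(K)-anti-GST donor, streptavidin-D2 acceptor, ex 340, em 617/671 nm / Read-out basis: percent loss of FRET ratio relative to control wells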
HIF-2a inh – HIF-2a reporter inhibitors, primary screen, luminescence, 786-0 RCC cells. 786-0 RCC cells HIF-2a reporter, luciferase luminescence, overnight. inhibition, % at 18.8 µM. 360,000 tested, 0.72% active. AID 624352, 2012;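 active means inhibition of the luminescence signal of 40% or more relative to plate controls, in a single-dose primary screen at 18.75 µM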
CF NFkB inh – inhibitors of PAF-induced NF-kB signaling, primary screen, cell-based, GFP fluorescence, uHTS | KKLEB NF-kB-GFP reporter, GFP fluorescence overnight | inhibition, % at 5 µM | 360,000 tested, 0.86% active | AID 588850, 2011;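 active means at least 50% inhibition at 5 µM, scaled per plate between neutral and stimulator controls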;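 further: PAF is a Pseudomonas aeruginosa culture filtrate used as stimulus; plate controls were PAF-stimulated DMSO wells for no effect and unstimulated DMSO wells for full effect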
CaV13 ICDI inh – Disruptors of the CACNA1D IQ motif to Ca2+-dependent inactivation inhibitor domain association, primary screening, Förster resonance energy transfer in intact living …. HEK cells, CFP/YFP FRET ICDI-IQ, plate reader, 10 min; percent FRET-ratio fall versus neutral wells. 340,000 tested, 0.098% active. inhibition, % at 12.3 µM;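 active means mean replicate inhibition of at least 30% and at least 1% of replicates passing that level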;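 further: 0% = median of the neutral control wells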
MITF TRPM1 inh – inhibitors of MITF-dependent TRPM1 promoter reporter, primary screen, cell-based, SK-MEL-5, single point, luciferase. SK-MEL-5 TRPM1 promoter luciferase, 24 h. inhibition, % at 12.5 µM. 330,000 tested, 0.83% active. AID 488899, 2010;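 active means mean inhibition across replicates of 60% or more, whatever share of single replicates reaches that level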; further: values of inactives mirror those of a sister screen read the other way
Peg3 promoter – Peg3 promoter-driven luciferase inhibitors, primary screen, cell-based, HeLa, luciferase luminescence. HeLa PEG-Prom luciferase reporter, overnight. inhibition, % at 20 µM. 360,000 tested, 1.7% active;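 active means inhibition of at least 50% at 20 µM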
KKLEB tox – cytotoxicity in KKLEB CF airway cells, primary screen, cytotoxicity control for CF NF-kB inhibitor project, cell-based, uHTS, fluorescence assay plates | KKLEB CF airway cells viability, ATPlite luminescence, overnight; active compounds read low; cells stimulated with P. aeruginosa culture filtrate | activity change (cytotoxicity), % at 5 µM | 360,000 tested, 0.36% active;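 active means corrected activity change at or below -50% at 5 µM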
NR2E3 ag-2 – NR2E3 agonists in two-hybrid cells, primary screen, cell-based, luminescence, CHO-S, Gal4-NCOR/VP16-NR2E3 | inhibition of corepressor binding, % at 3.98 µM | luciferase | AID 602229, 2012 | 360,000 tested, 0.35% active | Photoreceptor-specific nuclear receptor (Homo sapiens), Q9Y5X4;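 active means inhibition above the mean of all tested compounds plus 3 SD, cut at about 70% in these data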;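 further: 0% = DMSO with NR2E3 transfected cells and 100% = cells lacking NR2E3 construct; higher means lower luciferase signal from less NR2E3 corepressor binding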
Shn3 inh set2 – reduction of Shn3 3'UTR firefly luciferase signal, primary screen, Schnurri-3 inhibitor project, cell-based, Clone20 osteoblasts, set 2. inhibition, % at 12.5 µM. Clone20 osteoblast Shn3 3'UTR firefly luciferase, 24 h. 360,000 tested, 0.52% active. AID 588674, 2011;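 active means mean inhibition of at least 75% with every replicate also reaching 75%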;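 further: 0% = median of neutral control wells and 100% = pilot-screen positive control compound; some compounds past the cut are filed as inactive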
Numbers without * were called inactive; . = no result given.

Start of the data: the first 3 compounds, to show the layout:
SMILES	Vif inh	PDI inh	NR2E3 ag-1	HIF-2a inh	CF NFkB inh	CaV13 ICDI inh	MITF TRPM1 inh	Peg3 promoter	KKLEB tox	NR2E3 ag-2	Shn3 inh set2
O=C(Nc1ccccc1)C1=C[C@@H](c2ccc(Br)cc2)C[C@@H](OCc2ccc(CO)cc2)O1	-10.9	5.9	4.8	-39.0	2.5	-10.5	-2.1	-3.6	-1.8	4.9	15.8
CCNC(=O)C1CC(=O)N(Cc2ccc3c(c2)OCO3)C(=Nc2ccc(F)cc2)S1 (configuration not stated)	-6.7	-4.9	1.8	-11.6	4.6	-7.0	4.2	-0.3	1.6	-30.0	-11.8
CCOC(=O)c1ccn(CSc2c(F)c(F)cc(F)c2F)n1	1.3	-2.4	3.6	-2.8	5.6	-5.5	-12.2	-5.2	0.0	-4.9	-12.0

The whole of this part, from the first entry:
SMILES	Vif inh	PDI inh	NR2E3 ag-1	HIF-2a inh	CF NFkB inh	CaV13 ICDI inh	MITF TRPM1 inh	Peg3 promoter	KKLEB tox	NR2E3 ag-2	Shn3 inh set2
O=C(Nc1ccccc1)C1=C[C@@H](c2ccc(Br)cc2)C[C@@H](OCc2ccc(CO)cc2)O1	-10.9	5.9	4.8	-39.0	2.5	-10.5	-2.1	-3.6	-1.8	4.9	15.8
CCNC(=O)C1CC(=O)N(Cc2ccc3c(c2)OCO3)C(=Nc2ccc(F)cc2)S1 (configuration not stated)	-6.7	-4.9	1.8	-11.6	4.6	-7.0	4.2	-0.3	1.6	-30.0	-11.8
CCOC(=O)c1ccn(CSc2c(F)c(F)cc(F)c2F)n1	1.3	-2.4	3.6	-2.8	5.6	-5.5	-12.2	-5.2	0.0	-4.9	-12.0
COc1cccc(CN2CCC2(C)C(=O)Nc2cccc3cccnc23)c1F (configuration not stated)	-4.5	-11.1	.	-6.0	30.8	-4.2	.	7.7	-3.4	13.3	9.2
CC1CCCCC1NC(=O)COC(=O)c1ccccc1NC(=O)c1ccco1 (configuration not stated)	2.6	3.6	-2.2	3.6	3.8	.	5.3	3.1	-16.2	-31.4	0.4
COc1cc(NS(=O)(=O)c2ccc(N/C=C(\C#N)c3nc4cc(Cl)ccc4o3)cc2)nc(OC)n1	2.1	0.0	-0.9	6.4	-64.5	-5.4	76.8*	-17.1	-17.1	11.4	7.7
CN(C)C(=O)c1cccc(-c2cc(NC=O)c3ncc(-c4ccc(F)c(Cl)c4)n3c2)c1	.	-3.0	.	-9.5	-15.8	-11.0	.	17.2	2.4	16.2	5.2
COc1ccc(NC(=O)CN(C)C(=O)c2ccc(N3CCOCC3)c([N+](=O)[O-])c2)cc1	-3.8	5.0	-2.0	-2.1	-20.4	-2.0	-1.4	4.8	12.6	-13.6	-8.0
COc1ccc(Cn2nc(C)n(N(C)c3ncc(C(F)(F)F)cc3Cl)c2=O)cc1	11.4	2.5	3.5	-1.3	-1.7	-2.7	0.8	27.8	1.9	-12.6	20.5
CCOC(=O)c1sc(NC(=O)Cn2nnc3sc4c(c3c2=O)CCCC4)nc1C	4.9	7.4	0.9	13.1	1.3	-5.0	1.1	12.5	18.9	-6.5	-8.6
COc1ccccc1NC(=S)N(Cc1ccc(Cl)cc1)CC1CCC(C(=O)O)CC1 (configuration not stated)	5.7	8.2	-0.9	20.0	-1.9	-19.5	-1.2	3.8	15.1	-3.9	-8.2
O=C(O)CN1CCN(Cc2ccc(F)cc2)C1=O	5.5	10.7	-3.7	8.5	6.5	-1.7	-2.8	0.7	-0.7	-7.4	19.4
Cc1cc(C)cc(-n2ccnc2SCC(=O)O)c1	-1.9	-0.6	2.2	19.4	3.3	-6.5	8.1	10.1	6.9	0.6	-22.5
O=C(NCCOc1ccccc1)c1cc(S(=O)(=O)N2CCOCC2)ccc1F	-11.8	-6.6	-0.1	15.1	-15.6	-2.9	5.3	17.6	3.8	-7.2	-11.7
COc1ccc(C(C)(C)C)cc1NC(=O)c1ccccc1-n1cnnn1	1.1	9.8	.	-9.7	5.9	-5.7	-4.1	22.9	-6.9	-4.5	-6.7
CCN(CC)S(=O)(=O)c1ccc(NC(=O)c2ccc(Sc3nncn3C)c([N+](=O)[O-])c2)cc1	-5.7	0.3	-3.2	18.0	28.9	-5.5	2.1	-0.3	-5.2	17.6	-2.9
Oc1c(Br)cc(Br)cc1/C=N/c1nccs1	-8.8	8.9	-4.2	5.8	41.2	-8.2	2.3	25.1	14.6	8.5	3.6
CN1CCN(C(=S)SCC(=O)N2CCCc3ccccc32)CC1	.	10.2	4.0	2.9	16.8	-3.1	-4.1	-1.6	-8.4	7.1	-7.4
Cc1ccnc(N2CCC(C(=O)NNC(=O)c3ccccc3)CC2)n1	-4.4	-5.3	-2.4	1.2	0.9	-7.0	-0.6	6.6	1.1	-25.8	6.0
NC(=O)CCN1CCN(C(=O)c2ccc3nc(Cc4cccc(Cl)c4)oc3c2)CC1	-4.4	6.4	2.5	11.9	-5.7	-3.7	12.5	23.3	1.0	6.8	11.9
O=C(COC(=O)/C=C/c1ccc2c(c1)OCO2)Nc1ccccc1	-2.9	0.2	0.6	-13.1	-15.6	-6.3	-21.4	-75.0	-2.5	-13.8	-47.8
COC(=O)CC1COc2ccccc2N1C(=O)c1ccc(OC)cc1 (configuration not stated)	0.6	2.5	-1.2	11.9	-4.9	-8.2	-3.3	-1.0	-5.7	-8.1	12.2
COc1cccc(C(=O)NNC(=O)CCC(=O)O)c1	-5.2	9.2	2.2	15.3	-11.8	-16.6	2.7	-3.9	20.5	-4.8	8.5
COc1cc([N+](=O)[O-])ccc1NC(=S)NCc1ccccn1	-0.8	4.5	0.6	-109.8	-2.5	-13.9	-9.9	-65.7	-6.1	-24.5	-17.4
Cc1ccc(O)c(C(=O)c2cnc3c(c2)c(C)nn3-c2ccccc2)c1	-6.7	1.9	-3.1	10.9	21.5	-4.4	-3.8	20.8	-11.0	-5.1	-11.7
SMILES	Vif inh	PDI inh	NR2E3 ag-1	HIF-2a inh	CF NFkB inh	CaV13 ICDI inh	MITF TRPM1 inh	Peg3 promoter	KKLEB tox	NR2E3 ag-2	Shn3 inh set2
S=C(NCc1ccccc1)NCc1ccccc1	-1.3	1.2	-0.1	-2.1	-0.3	-8.0	4.4	4.5	0.5	-1.9	8.7
CCC(=O)Nc1cccc(C(=O)/C=C/c2ccccc2)c1	2.0	-13.7	2.6	44.0*	2.6	.	10.3	101.8*	-10.5	-16.7	-35.9
CCc1ccccc1NC(=O)CN(C)C(=O)Cn1cc(C(F)(F)F)cc(Cl)c1=O	14.4	-2.7	-3.7	11.6	13.4	-6.6	7.9	-15.8	11.9	16.8	-1.2
COc1ccc([C@@H]2[C@@H]3C(=O)N(C(C)(C)C)C(=O)[C@@H]3[C@]3(Cc4ccccc4)C(=O)N(c4ccccc4)C(=O)N23)cc1	-3.3	13.4	-0.9	5.2	-6.0	-9.6	-2.2	-12.6	12.9	0.8	-5.5
O=C(CN1CCCCCC1)Nc1ccc(Br)cc1	0.9	-5.2	-1.4	-68.0	-21.5	-10.0	-8.5	-22.5	-14.9	-6.4	-18.9
O=C(C1=C[C@@H](C2CC2)C[C@@H](OCCCCO)O1)N1CCOCC1	-1.0	2.2	3.7	2.3	-7.3	-10.4	2.2	-7.1	6.3	-12.9	-14.2
O=C(N/N=C(/c1ccccc1)c1ccncc1)c1ccc2c(c1)OCO2	-13.0	8.1	1.0	9.6	-13.2	-2.5	2.6	-11.6	-6.5	-41.5	-23.6
CC1CCN(c2ccc(C(=O)NCCc3ccccc3)cn2)CC1	-3.9	-6.9	4.7	-282.8	-0.1	-12.8	-67.0	-220.8	14.4	-71.5	-53.4
O=C(NCCn1cc(SCC(=O)N2CCOCC2)c2ccccc21)c1c(F)cccc1F	4.7	.	1.6	-10.1	-4.1	-3.1	.	-2.0	-1.9	-20.4	-2.2
CCOc1ccc(C(=O)N2CCN(c3cccc(C)c3C)CC2)cc1	5.2	0.6	-1.4	11.2	-8.1	-5.3	1.4	-8.4	8.9	12.7	-8.4
CS(=O)(=O)N(CC(=O)NCC1CCCO1)c1cccc(Cl)c1 (configuration not stated)	0.3	3.5	0.8	5.2	-16.6	-2.9	-3.4	7.5	9.1	26.2	9.2
Cc1ccc(C(=O)NC(=S)N(C)C2CCCCC2)cc1Br	-2.9	18.5	-2.2	-126.4	-24.2	.	-7.4	-68.6	-3.1	7.2	-5.4
Nc1ncn(C23CC4CC(CC(C4)C2)C3)n1	6.2	-2.2	-0.1	-10.8	11.4	-8.1	4.7	8.3	2.9	0.6	-5.0
O=C(N/N=C/c1ccncc1)C1C2CCCCCCC21 (configuration not stated)	3.0	-6.5	-0.7	-11.9	2.0	-5.2	0.6	-13.7	-4.6	-17.6	11.2
N#Cc1c(-c2ccccc2)nc(SCC(=O)N2c3ccccc3Sc3ccccc32)[nH]c1=O	-8.5	2.4	7.8	17.2	-2.5	-1.1	-7.5	-9.5	-12.7	-8.3	-1.9
COc1ccc2c(c1)[nH]c1c(=O)n(/N=C/c3ccc(OC)c(CN4CCCC4)c3)cnc12	1.0	-2.2	3.7	-29.7	1.1	-5.9	-10.4	-23.0	5.3	-7.6	-9.2
CCCNC(=O)C1(C)CCCN(C(=O)c2ccc(F)cc2Cl)C1 (configuration not stated)	.	0.2	.	-1.0	-5.7	-5.7	.	-9.0	-11.5	-14.0	0.8
O=C1CC(c2ccccc2)NC(=O)N1 (configuration not stated)	2.7	-1.4	0.9	9.2	1.4	-0.1	4.6	12.5	-4.3	4.0	12.4
CC12C=CC(=O)C=C1CCC1C3CCC(O)(C(=O)CO)C3(C)CC3OC312 (configuration not stated)	13.1	5.1	1.3	24.2	-2.7	4.0	-1.8	12.9	9.7	-24.9	7.0
C=COCCCNc1ncnc2sc(-c3ccccc3)cc12	-19.2	3.0	1.6	-23.7	9.0	-20.3	6.4	13.3	-5.0	-15.5	51.9
CC(OC(=O)c1cccc(S(=O)(=O)N2CCCCC2)c1)C(=O)NCC1CCCCC1 (configuration not stated)	-2.4	14.6	.	4.1	-4.4	-5.9	8.7	-1.6	11.5	-9.6	-0.7
O=C(NC1CCCCC1)c1ccc2c(=O)n(CC3CCCO3)c(=O)[nH]c2c1 (configuration not stated)	-6.1	-8.2	-0.4	7.8	-14.0	-5.4	10.6	-3.4	3.4	5.9	4.3

Screening data deposited in PubChem by several laboratories.
